High-throughput results (PubChem)
E-sel inducer = E-selectin induction in HUVECs, primary screen, imaging, HUVEC, immunofluorescence imaging, single point; P16581; normalized: neutral wells 0, TNF-alpha wells 100; activation, % at 7.58 µM; hit rate 0.37% among 260,000; AID 686992, 2013;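 active = mean E-selectin-positive cell signal at least 10% of the positive control, reached in at least 60% of replicates, without over 20% cell loss; inconclusive = no rule given, readout overlaps actives, possibly toxicity-flagged; inactive = the rest, including those meeting only one limit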;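 also: in these data hits start at about 27%; measured in HUVEC primary endothelial cells; signal is the percent of cells scored E-selectin positive by PE staining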
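assay system = HUVEC, human umbilical vein endothelial cells | input = 3,000 HUVEC seeded per well | medium = EGM-2 growth medium on 0.1% gelatin-coated wells | dosing = one compound dose added by pin transfer | signal = immunofluorescence imaging | read-out basis = % PE-positive cells | control set = TNF-alpha, DMSO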
ERAP1 HTS inh = human ERAP1 aminopeptidase inhibitors, primary screen, biochemical, single point, plate reader. recombinant ERAP1, Leu-AMC fluorescence, 60 min. inhibition, % at 10.7 µM. hit rate 0.15% among 340,000. AID 652197, 2013;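 active = mean replicate inhibition of at least 30%, or all replicates individually reaching that 30% level; inactive = mean below 30% and not every replicate reaching it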;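 also: 0% = neutral control wells and 100% = L-leucinethiol positive control wells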
RAD54 branch = inhibitors of human RAD54 branch migration, primary screen, biochemical, fluorescence, single point. DNA repair and recombination protein RAD54-like (Homo sapiens), Q92698. RAD54 Holliday junction branch migration, FAM/BHQ fluorescence. inhibition, % at 10.4 µM. hit rate 0.14% among 360,000. AID 602329, 2012;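 active = mean normalized replicate activity at least 40 and at least half of replicates scoring 40 or more; inconclusive = only one of the two criteria met; inactive = mean below 40 and under half of replicates reaching 40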;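 also: 0% = median of neutral control wells and 100% = median of positive control wells; inhibitors cause a drop in the FAM fluorescence signal; in these data hits start at about 50%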
ERp5 block = inhibitors of ERp5-driven insulin aggregation, primary screen, biochemical, turbidity, absorbance 650 nm, single point. Protein disulfide-isomerase A6 (Homo sapiens), Q15084. 90 min. inhibition, % at 9.99 µM. hit rate 0.05% among 350,000. AID 651711, 2012;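 active = mean replicate inhibition above about 25%, with every replicate also reaching it, limit read from the data, passing the limit was not always enough; inconclusive = only one of those two criteria met; inactive = neither criterion met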
Target sequence (Q15084 whole entry, looked up): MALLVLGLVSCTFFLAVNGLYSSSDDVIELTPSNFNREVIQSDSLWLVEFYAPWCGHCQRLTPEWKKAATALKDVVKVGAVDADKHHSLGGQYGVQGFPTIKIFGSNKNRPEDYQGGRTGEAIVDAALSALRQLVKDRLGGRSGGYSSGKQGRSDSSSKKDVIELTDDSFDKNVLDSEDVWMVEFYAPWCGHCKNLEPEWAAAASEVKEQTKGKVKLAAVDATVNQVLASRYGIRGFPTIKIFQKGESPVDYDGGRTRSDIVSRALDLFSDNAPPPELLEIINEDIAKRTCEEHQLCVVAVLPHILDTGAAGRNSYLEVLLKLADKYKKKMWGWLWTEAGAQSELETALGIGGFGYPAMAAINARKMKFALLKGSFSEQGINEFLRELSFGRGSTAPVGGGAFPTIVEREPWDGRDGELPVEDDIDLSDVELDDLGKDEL
RAD52 inh = RAD52 DNA annealing inhibitors, primary screen, biochemical, FRET, single point, set 2; recombinant RAD52 DNA annealing, FRET fluorescence; inhibition, % at 18.7 µM; hit rate 0.46% among 360,000; AID 651710, 2012;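 active = every replicate showing at least 50% inhibition; inconclusive = mean inhibition at least 50% but not in every replicate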
Target sequence (P43351 whole entry, looked up): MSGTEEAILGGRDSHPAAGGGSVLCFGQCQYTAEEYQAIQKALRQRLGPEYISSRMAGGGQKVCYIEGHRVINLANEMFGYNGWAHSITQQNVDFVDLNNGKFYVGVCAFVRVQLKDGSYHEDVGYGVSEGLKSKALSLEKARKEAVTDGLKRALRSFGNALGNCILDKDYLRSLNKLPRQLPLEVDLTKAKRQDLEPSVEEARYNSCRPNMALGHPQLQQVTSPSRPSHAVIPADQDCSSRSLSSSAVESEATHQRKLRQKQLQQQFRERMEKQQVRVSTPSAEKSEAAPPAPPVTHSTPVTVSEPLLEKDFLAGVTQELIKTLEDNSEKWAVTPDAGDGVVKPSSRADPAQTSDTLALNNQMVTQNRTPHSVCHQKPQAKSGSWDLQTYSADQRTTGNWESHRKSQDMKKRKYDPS
XiGFP reactiv = activators of inactive X chromosome reactivation, primary screen, imaging, XiGFP fibroblasts, GFP high-content imaging, set 2; hit rate 0.055% among 360,000; AID 743238, 2013; XiGFP mouse fibroblasts, % GFP-positive cells imaging, 3 d; cells co-treated with 5-aza-dC sensitizer; scaled so ellipticine positive control = 100%; activation, % at 7.58 µM;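 active = mean normalized replicate activation at least 10% and every replicate at or above 10%; inconclusive = only one of the two criteria met; inactive = mean below 10% and not all replicates reach 10%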;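 also: 0% = median of on-plate neutral control wells and 100% = ellipticine 6 µM median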
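Material: XiGFP fibroblasts, SV40-immortalized; Buffer or medium: DMEM containing 5-aza-dC; Compound dosing: single point; Times: 3 days compound exposure.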
esBAF inh = Bmi1 luciferase reporter increase in mESCs, primary screen, esBAF inhibitor project, mouse ES cells, Bmi1 luciferase knock-in, single point. reporter increase, % at 12.5 µM. hit rate 2% among 350,000. 24 h; 100% = twice the neutral-well signal; in the data active = activation above about 40%; inconclusive = no clear call, values can overlap the other calls;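 also: 0% = median of the plate's neutral control wells and 100% = double that signal; a rise in the Bmi1 reporter signal indicates esBAF inhibition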
S100A4 inh HTS = inhibitors of S100A4-myosin IIA peptide binding, primary screen, biochemical, fluorescence polarization, TAMRA-MyoIIA peptide. Protein S100-A4 (Homo sapiens), P26447. inhibition, % at 10.7 µM. hit rate 0.14% among 360,000;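 active = mean inhibition of at least 70% across replicates, with every replicate also reaching that level; inconclusive = mean inhibition reaches 70% but some replicates fall short; inactive = mean inhibition below 70%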
Target sequence (P26447 whole entry, looked up): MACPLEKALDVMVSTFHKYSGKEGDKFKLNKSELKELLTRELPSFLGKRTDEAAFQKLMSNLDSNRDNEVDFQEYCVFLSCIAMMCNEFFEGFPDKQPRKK
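System – human S100A4 monomer protein, biochemical binding assay · Buffer or medium – Calcium-containing HEPES buffer, pH 7.2 · Timing – 5 min between mix addition and reading · Also added – TAMRA-labelled myosin IIA heavy-chain peptide probe, 5 nM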
Numbers without * were called inactive; ? = inconclusive; · = not tested or not shown.

SMILES | E-sel inducer | ERAP1 HTS inh | RAD54 branch | ERp5 block | RAD52 inh | XiGFP reactiv | esBAF inh | S100A4 inh HTS
C[C@@H]1CN([C@@H](C)CO)C(=O)c2cc(NC(=O)Cc3ccccc3)ccc2O[C@@H]1CN(C)S(C)(=O)=O | -0.1 | · | -7 | · | · | -0.2 | 0 | ·
CSc1nc2nc3c(cc2c(=O)n1-c1cccc(C)c1)COC(C)(C)C3 | · | · | 3 | 2 | -12 | 0.0 | · | -5
CCN(CC)CC(=O)N1c2ccccc2Oc2c(c(=O)n(C)c(=O)n2C)C1c1cccc([N+](=O)[O-])c1 (configuration not stated) | · | -2 | · | 4 | 0 | -0.1 | · | -1
CN(C)CC(=O)N1[C@H](C#N)[C@H](c2ccc(-c3ccccc3F)cc2)[C@@H]1CO | 0.9 | 0 | 5 | -11 | -24 | 0.0 | -5 | 11
CCOC(=O)C1=NOC(C(=O)NN(C)c2ncc(C(F)(F)F)cc2Cl)C1 (configuration not stated) | 0.1 | -1 | 8 | 3 | -15 | -0.1 | -1 | 1
O=C(NCCOCC(F)(F)C(F)F)c1cc(F)c(F)cc1Cl | · | 1 | · | 4 | 0 | · | 8 | 32
O=C(O)c1ccccc1/C=N/NC(=O)c1cc(-c2ccco2)nc2ccccc12 | · | 2 | -13 | -1 | -34 | -0.2 | 3 | 1
CC1(OC(=O)CCc2ccccc2)C(=O)C=C2C=C(c3ccc(C#N)cc3)N(C3CC3)C=C2C1=O (configuration not stated) | -0.3 | 0 | -7 | 0 | -11 | -0.3 | 2 | -1
CCN(CC)C(=O)c1ccccc1NC(=O)c1ccccc1SC | · | 10 | · | -1 | -8 | 0.3 | · | 5
Cc1ccc(S(=O)(=O)N(C)C[C@@H]2OCCCC[C@H](C)Oc3ccc(NC(=O)Cc4ccccc4)cc3C(=O)N([C@@H](C)CO)C[C@H]2C)cc1 | · | 0 | -3 | 4 | -5 | 0.0 | 1 | -2
CC(C)C(OC(=O)/C=C/c1ccc2c(c1)OCO2)C(=O)NC(N)=O (configuration not stated) | -0.2 | 8 | 9 | 4 | -9 | 0.0 | -1 | 1
O=C1NC[C@H](CCCCN2CCN(Cc3ccccc3)C(=O)C2=O)N(CC2CCCCC2)C1=O | -0.2 | · | · | -3 | -11 | 0.0 | · | -1
CCCC(c1nnnn1CS(=O)(=O)c1ccc(C)cc1)N1CCN(C2CCCC2)CC1 (configuration not stated) | · | 0 | 6 | -1 | -8 | 0.2 | 0 | 2
CCOC(=O)[C@@H]1[C@H]2COc3ccc(Br)cc3[C@@H]2N2C(=O)N(c3cccc(Cl)c3)C(=O)[C@]12C | -0.2 | 1 | 2 | 1 | 1 | 0.2 | -4 | 1
Cn1c(=O)c2[nH]c(COc3ccccc3)nc2n(C)c1=O | 0.1 | -1 | -6 | -12 | -69 | 0.2 | -3 | 15
CO[C@H]1CC[C@@H]2CCN(C)C(=O)C[C@@H](c3ccccc3)CN(C)C(=O)c3cccc(C#N)c3OC[C@H]1O2 | -0.1 | -1 | 6 | -2 | -8 | 0.0 | -3 | 8
C[C@@H]1CN([C@@H](C)CO)C(=O)c2cc(NC(=O)CCCN(C)C)ccc2O[C@@H]1CN(C)CC1CCCCC1 | -0.1 | -4 | · | · | -4 | 0.2 | · | -10
CCc1ccccc1NC(=O)c1cc(-c2ccc(OC)cc2)on1 | · | 1 | 0 | 1 | -3 | -0.1 | 10 | 2
COc1ccc(C(=O)NCC2COc3ccccc3O2)cc1S(=O)(=O)N1CCOCC1 (configuration not stated) | · | -3 | -9 | -4 | -11 | 0.0 | 0 | -2
CCOC(=O)C1(CCOc2ccccc2)CCN(Cc2cc(OC)c3c(c2)OCO3)CC1 | · | -1 | 0 | 0 | -7 | 0.1 | -4 | -2
Cc1noc(C)c1NC(=O)N(C)C[C@@H]1Oc2ccc(NC(=O)CCN3CCOCC3)cc2C(=O)N([C@H](C)CO)C[C@@H]1C | -5.7 | 1 | -2 | 1 | 6 | 0.3 | -5 | -1
C[C@H](CO)N1C[C@H](C)[C@H](CN(C)S(=O)(=O)c2ccc(Cl)cc2)Oc2ccc(NC(=O)NC3CCCCC3)cc2C1=O | 436* | -2 | 1 | 2 | 3 | 0.1 | 4 | -5
COc1cccc(NC(=O)N[C@H]2CC[C@@H](CC(=O)N3CCCCC3)O[C@H]2CO)c1 | 0.8 | 3 | 0 | -4 | 7 | 0.1 | -3 | -4
C[C@H](CO)N1C[C@H](C)[C@@H](CN(C)CC2CC2)Oc2ccc(NC(=O)CCCCCC(=O)Nc3ccccc3N)cc2CC1=O | -0.1 | -2 | · | 10 | 1 | -0.2 | · | -17
CC1=C(C)CC(C(=O)NCCc2ccc(F)cc2)C(C(=O)O)C1 (configuration not stated) | · | 1 | 5 | 3 | 9 | 0.0 | -6 | 0
O=C(/C=C/c1ccccc1O)c1ccco1 | · | 5 | 6 | -5 | -1 | 0.1 | 20 | 3
COC(=O)CCc1n[nH]c(=O)[nH]c1=O | -0.1 | 0 | -3 | 3 | 0 | 0.0 | 4 | -6
Cc1ccc(C(=O)N2CCC(N3CCC(C(=O)N4CCOCC4)CC3)CC2)cc1 | -0.1 | -2 | -5 | 4 | -42 | 0.7 | -7 | -17
Cc1cccc[n+]1CC(=O)c1ccc(NC(=O)c2ccccc2)cc1 | · | 1 | 10 | ? | 2 | 0.0 | 10 | -2
Cc1csc(SC(C)C(=O)NCc2ccc3c(c2)OCO3)n1 (configuration not stated) | -0.2 | 2 | -6 | 1 | -8 | 0.0 | -6 | -1
O=C1NC[C@H](Cc2ccccc2)N(CC2CCN(CC3CCCC3)CC2)C1=O | 0.5 | 2 | 8 | 0 | -16 | · | -2 | 1
CCOc1ccc(CN2CCCN(C)CC2)cc1 | · | 0 | -5 | -71 | 18 | · | -6 | -1
CCOC(=O)NN1C(=O)c2ccccc2NC1c1cccs1 (configuration not stated) | -0.4 | 4 | -1 | 7 | -2 | -0.1 | -3 | 21
Cc1csc(NC(=O)CSc2nc(=O)n(CCN(C)C)c3c2CCCC3)n1 | 0.0 | -13 | 4 | -7 | -6 | 0.1 | -4 | 0
COc1cccc(CNC(=O)C(C)n2ccc3cc(S(=O)(=O)N4CCCCCC4)ccc32)c1 (configuration not stated) | · | 0 | 3 | -5 | -67 | 0.0 | 7 | -2
COCCNC(=O)/C(C#N)=C1\N=C(NC(=O)c2cccs2)c2ccccc21 | · | -1 | -2 | 10 | -5 | 0.0 | -1 | 2
CSc1ccc(C(=O)C2CCCN(C(=O)c3nn(C)c(=O)c4ccccc34)C2)cc1 (configuration not stated) | · | 2 | 1 | 7 | 2 | 0.0 | 1 | -2
COc1cccc(S(=O)(=O)N(C)C[C@H]2Oc3cc(C4=CCCC4)ccc3S(=O)(=O)N([C@H](C)CO)C[C@@H]2C)c1 | 0.0 | -3 | 3 | 1 | 0 | 0.0 | 8 | -6
c1cc(CNCCN2CCNCC2)ccn1 | 0.1 | -3 | -4 | -6 | 22 | 0.1 | -6 | -4
CCc1ccc(NC(=O)C(=O)NCCN2CCN(C(=O)c3ccc(OC)cc3)CC2)cc1 | -0.2 | 0 | 3 | 0 | -12 | 0.0 | 11 | 31
Cc1cccc(NC(=O)CSc2nc(=O)n(CCCN3CCOCC3)c3c2CCCC3)c1C | · | 7 | -7 | -12 | -41 | 0.0 | 3 | -2
COc1ccc(NC(=O)Nc2cccc3[nH]c([C@@H]4O[C@H](CO)[C@@H](O)[C@H](O)[C@H]4O)nc23)cc1OC1CCCC1 | · | · | -16 | 9 | 4 | 0.2 | 6 | 2
CC(C)C#Cc1ccc2c(c1)O[C@@H](CN(C)Cc1ccccc1)[C@H](C)CN([C@@H](C)CO)S2(=O)=O | -0.5 | 1 | 1 | -4 | 8 | -1.3 | 2 | -7
COc1ccc2c3c(n(C)c2c1)[C@H](CO)N(S(=O)(=O)c1cn(C)cn1)CC31CCN(C)CC1 | 0.0 | 3 | · | 2 | 4 | 0.1 | · | -7
O=C(O)c1ccc(OCCN2CCCC2=O)cc1 | · | 0 | 0 | -3 | 12 | 0.0 | 2 | -4
C=CCn1c(SCC(=O)CC(=O)OCC)nc2cc(C(=O)N3CCC(C(N)=O)CC3)ccc2c1=O | · | 1 | · | -5 | 1 | 0.0 | · | -2
CCN(CC)S(=O)(=O)c1ccc(Cl)c(NC(C)=O)c1 | · | -2 | -2 | 6 | -32 | 0.0 | -3 | -3
COc1ccccc1CNC(=O)COC(=O)c1cnc(C)cn1 | 0.2 | 2 | · | -12 | -1 | 0.1 | · | -8

In the list so far, 10 have an aryl methoxy group:
SMILES | E-sel inducer | ERAP1 HTS inh | RAD54 branch | ERp5 block | RAD52 inh | XiGFP reactiv | esBAF inh | S100A4 inh HTS
CCc1ccccc1NC(=O)c1cc(-c2ccc(OC)cc2)on1 | · | 1 | 0 | 1 | -3 | -0.1 | 10 | 2
COc1ccc(C(=O)NCC2COc3ccccc3O2)cc1S(=O)(=O)N1CCOCC1 (configuration not stated) | · | -3 | -9 | -4 | -11 | 0.0 | 0 | -2
CCOC(=O)C1(CCOc2ccccc2)CCN(Cc2cc(OC)c3c(c2)OCO3)CC1 | · | -1 | 0 | 0 | -7 | 0.1 | -4 | -2
COc1cccc(NC(=O)N[C@H]2CC[C@@H](CC(=O)N3CCCCC3)O[C@H]2CO)c1 | 0.8 | 3 | 0 | -4 | 7 | 0.1 | -3 | -4
COc1cccc(CNC(=O)C(C)n2ccc3cc(S(=O)(=O)N4CCCCCC4)ccc32)c1 (configuration not stated) | · | 0 | 3 | -5 | -67 | 0.0 | 7 | -2
COc1cccc(S(=O)(=O)N(C)C[C@H]2Oc3cc(C4=CCCC4)ccc3S(=O)(=O)N([C@H](C)CO)C[C@@H]2C)c1 | 0.0 | -3 | 3 | 1 | 0 | 0.0 | 8 | -6
CCc1ccc(NC(=O)C(=O)NCCN2CCN(C(=O)c3ccc(OC)cc3)CC2)cc1 | -0.2 | 0 | 3 | 0 | -12 | 0.0 | 11 | 31
COc1ccc(NC(=O)Nc2cccc3[nH]c([C@@H]4O[C@H](CO)[C@@H](O)[C@H](O)[C@H]4O)nc23)cc1OC1CCCC1 | · | · | -16 | 9 | 4 | 0.2 | 6 | 2
COc1ccc2c3c(n(C)c2c1)[C@H](CO)N(S(=O)(=O)c1cn(C)cn1)CC31CCN(C)CC1 | 0.0 | 3 | · | 2 | 4 | 0.1 | · | -7
COc1ccccc1CNC(=O)COC(=O)c1cnc(C)cn1 | 0.2 | 2 | · | -12 | -1 | 0.1 | · | -8
